SRC3 TRFRET art: TR-FRET detection interference compounds, artefact control for PPARgamma SRC-3 recruitment agonists, biochemical, TR-FRET ratio. actives 0.39% (n = 99,000). TR-FRET artefact counter-screen, PPARgamma/SRC-3 format; active compounds read high. AID 1048, 2008. TR-FRET ratio at 8 µM; in the data active = TR-FRET ratio above about 2000; note: inactives centre near 1600
SRC1 TRFRET art: TR-FRET detection interference compounds, primary screen, artefact control for PPARgamma SRC-1 recruitment agonists, biochemical, TR-FRET emission ratio. actives 0.34% (n = 99,000). AID 1051, 2008. TR-FRET ratio at 8 µM. TR-FRET detection artefact counter-screen; active compounds read high; in the data active = TR-FRET ratio above about 2300; note: inactives centre near 1800
The depositor's hits bear a star. Only part of the results is shown; the hit share may differ from the screen's.

SMILES	SRC3 TRFRET art	SRC1 TRFRET art
Cc1nc2c3cc(F)ccc3n(CCN3CCCCC3)c2s1	1471	1817
COc1ccc(-c2noc(CN(C)C3CCOCC3)n2)cc1	1820	1587
CSCCC(NC(=O)c1cccc(C)c1)C(=O)O (centres undefined)	1770	2046
Cc1ccc(NC(=O)COC(=O)C2(c3ccc(Cl)cc3)CCCC2)cc1	1654	1880
CCCCC1(C)OC(=O)C(=Cc2ccc(SC)cc2)C(=O)O1 (centres undefined)	1580	1780
O=C1/C(=C/c2cccnc2)SC(=NCc2ccccc2)N1Cc1ccccc1	1538	2092
CC(c1ccccc1F)n1cc(C(=O)NCCCc2nc3ccccc3[nH]2)nn1 (centres undefined)	1338	1537
O=C(CCS(=O)(=O)c1ccc(Cl)cc1)Oc1ccc2c(c1)OCO2	1421	1869
Nc1c(C(=O)C2CC2)sc2nc3c(cc12)CCC3	1440	1790
O=C(O)C1CCN(S(=O)(=O)c2ccc3c(c2)OCCCO3)CC1	1823	1754
Cc1ccc(NC(=S)Nc2ccc(C(C)C)cc2)cc1S(=O)(=O)N1CCCCCC1	1690	1900
CCCCN1CN(Cc2ccccc2)CNC1=S	1459	1697
O=C(N/N=C1/SCC(=O)N1Cc1ccco1)c1ccccc1F	1640	1808
CCCCCCn1c(-c2cccs2)n[nH]c1=S	1795	2007
COc1ccccc1/C=N\N=C(\N)c1ccccn1	1530	1503
CS(=O)(=O)Cc1cc(N2CCCC2)nc(-c2ccccc2)n1	1608	1817
CC(=O)NCCOc1nc(N(C)C)nc(N2CCOCC2)n1	1536	1756
CC(C)CC1NC2(C(=O)N(C)c3ccccc32)C2C(=O)N(C(C)C)C(=O)C12 (centres undefined)	1913	1809
O=C(NCc1ccccc1)c1ccc2c(=O)[nH]c3c(C(=O)NCC4CCCO4)sc(=S)n3c2c1 (centres undefined)	1561	1833
CC1CCCCN1CC(=O)c1c(N)n(Cc2ccccc2)c(=O)n(C)c1=O (centres undefined)	1675	1894
COc1ccc(-c2cc(C(=O)OCC(=O)NC(C)C)c3ccccc3n2)cc1	1677	1943
CCOC(=O)C1=C(c2ccccc2)NC(=O)N(C(C)=O)C1c1cccc([N+](=O)[O-])c1 (centres undefined)	1722	1756
Cc1cc(C)c(S(=O)(=O)N2CCCCC2C(=O)O)c(C)c1 (centres undefined)	1606	1748
COc1ccc(NC(=O)CN(Cc2ccccc2)Cc2ccccc2)cc1S(N)(=O)=O	1702	1972
Cc1cc(C)c(C#N)c(SCc2ccccc2F)n1	1445	1571
CC(=O)Oc1ccc(-c2cccc(C(=O)OCC(=O)N(C)c3ccccc3)c2)cc1	1520	1636
CCOC(=O)c1cc(C(C)=O)c(=O)[nH]c1C	1546	1865
CCOC(=O)COc1ccc(Br)cc1/C=C/c1[nH]c(=O)[nH]c(=O)c1[N+](=O)[O-]	1461	1877
CCCCCCCCNC(=O)c1cccnc1SCC(=O)Nc1ccc(OC)cc1OC	1728	1906
CS(=O)Cc1cc(Oc2ccccc2)nc(-c2ccncc2)n1 (centres undefined)	1459	1788

Brought forward from above: 5 compounds, followed by the next part.
SMILES	SRC3 TRFRET art	SRC1 TRFRET art
CC(=O)Oc1ccc(-c2cccc(C(=O)OCC(=O)N(C)c3ccccc3)c2)cc1	1520	1636
CCOC(=O)c1cc(C(C)=O)c(=O)[nH]c1C	1546	1865
CCOC(=O)COc1ccc(Br)cc1/C=C/c1[nH]c(=O)[nH]c(=O)c1[N+](=O)[O-]	1461	1877
CCCCCCCCNC(=O)c1cccnc1SCC(=O)Nc1ccc(OC)cc1OC	1728	1906
CS(=O)Cc1cc(Oc2ccccc2)nc(-c2ccncc2)n1 (centres undefined)	1459	1788
O=c1[nH]c(N/N=C/c2ccccc2Br)nnc1-c1ccccc1	1369	1723
COc1ccc2[nH]c3c(=O)n(Cc4ccc(C(=O)N5CCCC5)cc4)c(=S)[nH]c3c2c1	1878	1697
O=C(NCc1nc2ccccc2[nH]1)C1=C[C@H](C2CC2)C[C@H](OCCCCO)O1	1410	1617
O=C(Oc1ccccc1N1C(=O)C2CC=CCC2C1=O)c1ccc(Br)cc1 (centres undefined)	1280	1643
COc1ccc2c(CC(=O)Nc3ccc(N4CCOCC4)cc3)coc2c1	1475	1845
NC(=O)NC(=O)COC(=O)c1cccc(NS(=O)(=O)/C=C/c2ccccc2)c1	1529	2004
Fc1ccc(C2CCCN2Cc2nc(-c3cnccn3)no2)cc1 (centres undefined)	1595	1706
CCOC(=O)c1c(C)[nH]c2cc(Br)c(O)cc12	1527	1877
CC(C)(C)c1ccc(Oc2ccc(NC(=O)C3CC=CCC3C(=O)O)cc2)cc1 (centres undefined)	1516	1787
Cc1c(C(=O)NCCc2ccc(S(N)(=O)=O)cc2)cccc1[N+](=O)[O-]	1626	1876
CC(=O)NN1C(=O)/C(=C\c2ccc(Cl)cc2)SC1=S	1680	1991
Cc1ccc(-n2c(=S)[nH]c3[nH]ncc3c2=O)cc1	1641	1959
Cc1cc(NC(=O)c2ccc3c(c2)OCCO3)ccc1NC(=O)c1cc2ccccc2o1	1503	1648
CC(=O)Nc1ccc(OS(=O)(=O)c2c(C)cc(C)cc2C)cc1	1430	1671
CCOC(=O)c1c(C)nc(C)c(C(=O)OCC)c1-c1cccc(N)c1	1520	1857
Cc1occc1C(=O)Nc1ccc(OCc2ccccc2)cc1	1586	1999
Cc1cc(NC(=O)COC(=O)CCNS(=O)(=O)c2c(Cl)cccc2Cl)no1	1519	1794
COCCNC(=O)NC12CC3(C)CC(C)(CC(C)(C3)C1)C2	1615	1808
CC1=CC(C)C2(CO)COC(c3ccc(O)cc3)C1C2C (centres undefined)	1515	1832
CCN1C(=O)[C@H]2[C@H]3[C@H](O)[C@H](O)C/C(=N\O[C@H](C)c4cn([C@H](CO)Cc5ccccc5)nn4)[C@@H]3CC[C@H]2C1=O	1536	1581
CC1(c2ccc(OC(F)F)cc2)NC(=O)N(CC(=O)Nc2ccc(S(N)(=O)=O)cc2)C1=O (centres undefined)	1423	1593
C[N+]1(CCn2ccc3ccccc32)CCCCC1	1589	1914
CCOc1ccc(N2C(=O)C3C(c4ccccc4F)NN(C(=O)c4ccc(C)cc4)C3C2=O)cc1 (centres undefined)	1631	1887
CC1=C(C(=O)OCc2ccccc2)C(c2ccccc2OC(F)F)NC(=O)N1 (centres undefined)	1529	1794
Cc1occc1C(=O)NNC1=CC(=O)CC(C)(C)C1	1632	1832
COc1ccc(-n2c3nc4ccccc4nc3c3c(=N)oc(C)nc32)cc1	1763	2042
CCOC1=NN(c2ncc(C(F)(F)F)cc2Cl)C(=O)/C1=C/N(C)C	1462	1725
O=C(CSCc1ccc([N+](=O)[O-])cc1)NC1CC1	1648	2075
CC(C)c1nc2sc3c(=O)[nH]cnc3c2c2c1CCC2	1536	1529
O=C(COC(=O)[C@@H]1CC(O)CN1S(=O)(=O)c1ccc2c(c1)OCCO2)Nc1ccccc1F (some centres undefined)	1646	1649
CS(=O)(=O)N(CC(=O)NCC1CCCO1)c1cc(Cl)c(Cl)cc1Cl (centres undefined)	1405	1616
Cc1cc(O)ccc1N/C=C(\C#N)c1nc2ccccc2o1	1664	1827
Cc1ccc(NC(=O)CCNS(=O)(=O)c2cccc3nonc23)cc1Cl	1641	1807
Cc1cc(C)nc(SCC(=O)OCC(=O)Nc2nc3ccccc3s2)n1	1540	1889
COc1ccc(N2CC(NC(=O)N3CCN(c4ccccc4)CC3)CC2=O)cc1 (centres undefined)	1654	1801
Fc1ccccc1CSc1ncnc2sc3c(c12)CCCC3	1476	1774
CCc1[nH]nc2c1C(C1C=CCCC1)C(C#N)=C(N)O2 (centres undefined)	1357	1739
CCc1cc2c(NC(Cc3c[nH]c4ccccc34)C(=O)O)nc(C)nc2s1 (centres undefined)	1637	1590
O=C(c1cncc(Br)c1)N1CCN(c2ccc([N+](=O)[O-])cc2)CC1	1589	1913
Cc1ccc(N(C(=O)c2snc(C(N)=O)c2N)C(C(=O)NCCC(C)C)c2ccco2)cc1 (centres undefined)	1572	1634
CC(=O)NC(CC(=O)N(C)Cc1c(F)cccc1Cl)c1ccccc1 (centres undefined)	1570	1656
Cc1ccsc1C(=O)OC1CCOC1=O (centres undefined)	1838	1908
O=S(=O)(c1ccc(N2CCCCCC2)nc1)N1CCCC1	1557	1761
Cn1cc(-c2cccc(Cl)c2)cc(C#N)c1=O	1548	1833
Cc1ccc(N=C2NC(=O)c3cccc([N+](=O)[O-])c32)cc1	1777	1815
O=C1c2ccccc2NC(c2ccccc2O)N1NS(=O)(=O)c1ccccc1 (centres undefined)	1478	1741
COc1ccc(N2CCN(c3cnc4ccccc4n3)CC2)cc1	1489	1912
CC(C)(C)[C@@H]1C=C(C(=O)O)O[C@H](OCc2ccc(CO)cc2)C1	1421	1796
Cc1ccc(C)c(S(=O)(=O)N2CCN(CC(=O)NC(=O)NCc3ccco3)CC2)c1	1465	1531
CCOC(=O)c1c(NC2=NS(=O)(=O)c3ccccc32)sc2c1CCCCC2	1656	1483
Cc1nc(C)c(CCNC(=O)c2ccccc2Br)s1	1389	1788
CNC(=O)COC(=O)COc1ccc2c(C)cc(=O)oc2c1	1556	2018
COc1ccc(S(=O)(=O)NC(Cc2cnc[nH]2)C(=O)O)cc1 (centres undefined)	1714	1740
COc1ccc(S(=O)(=O)Nc2cc(C(=O)NCCCN3CCOCC3)ccc2N2CCOCC2)cc1	1348	1909
CCn1c(O)c(N=NC(=O)CNC(=O)c2ccco2)c2ccccc21	1502	1830
CCn1cc(C(=O)Nc2ccc(C)c([N+](=O)[O-])c2)cn1	1474	1742
CCc1cccc(NC(=O)Cc2ccc(OC)c(OC)c2)c1	1814	2134
Cc1cccc(NC(=O)c2ccc(NC(C)c3ccccc3)c([N+](=O)[O-])c2)n1 (centres undefined)	1283	1719
CCCCn1c(=O)c(F)cn(Cc2ccc(OC)c([N+](=O)[O-])c2)c1=O	1608	1856
CC(C)CCNCC(=O)NC(c1ccccc1)c1ccccc1	1568	1665

A few values from the results shown:
`CCCCn1c(=O)c(F)cn(Cc2ccc(OC)c([N+](=O)[O-])c2)c1=O` in SRC1 TRFRET art shows 1856
`O=C(c1cncc(Br)c1)N1CCN(c2ccc([N+](=O)[O-])cc2)CC1` in SRC1 TRFRET art shows 1913
`COc1ccc(S(=O)(=O)Nc2cc(C(=O)NCCCN3CCOCC3)ccc2N2CCOCC2)cc1` in SRC1 TRFRET art shows 1909
`CC(C)CCNCC(=O)NC(c1ccccc1)c1ccccc1` in SRC3 TRFRET art shows 1568
`COc1ccc(N2CC(NC(=O)N3CCN(c4ccccc4)CC3)CC2=O)cc1` (centres undefined) in SRC1 TRFRET art shows 1801

Next section.
SMILES	SRC3 TRFRET art	SRC1 TRFRET art
O=C1CCCC/C1=N\Nc1ccc(OCc2ccccc2)cc1	1665	1704
CC(C)[C@H](NC(=O)c1ccccc1)C(=O)OCC(=O)Nc1ccc2c(c1)OCCO2	1715	1966
COC(=O)c1ccccc1Nc1cc(C)nc2nc(C)nn12	1713	1870
CCOC(=O)N1CCN(C(=O)/C(=C/c2ccc(Br)cc2)NC(=O)c2ccc(OC)cc2)CC1	1604	1732
COc1ccccc1C(C)N(C)Cc1nc(COc2ccccc2)no1 (centres undefined)	1816	1613
Cc1cc(C)nc(N(C#N)Cc2ccc([N+](=O)[O-])cc2)n1	1497	1634
CC12CCC(C/C1=N/NC(=O)Nc1ccccc1)C2(C)C (centres undefined)	1703	2034
COc1ccc(-c2nnc(Nc3ccc(OC)c(C(=O)N4CCCCC4)c3)c3ccccc23)cc1	1445	1519
COc1ccc(CCNC(=O)CN(c2ccc(OC)cc2)S(C)(=O)=O)cc1	1718	1907
O=C(COC(=O)CNC(=O)c1ccccc1)Nc1ccc(S(=O)(=O)N2CCOCC2)cc1	1655	1861
O=C(Nc1ccccc1)c1nsnc1C(=O)Nc1ccccc1	1289	1798
CN(C)c1ccnc(C(=O)O)c1	1514	1852
O=C(NC(=S)Nc1ccc(N2CCOCC2)cc1)c1cncc(Br)c1	1680	1745
Cc1ccc(C)c(OCC(=O)Nc2ccc(N3CCOCC3)cc2)c1	1368	1711
CCCCN(CC)CCCNC(=O)c1cn(CC)c2ccc(S(=O)(=O)N3CCc4ccccc4C3)cc2c1=O	1497	1756
CC(NC(=O)Nc1ccc(F)cc1)C(c1cccs1)N1CCCC1 (centres undefined)	1519	1714
O=C(c1ccco1)N1CCN(S(=O)(=O)c2cccc([N+](=O)[O-])c2)CC1	1638	1939
CN1CCN(c2nnc(-c3cccs3)c3ccccc23)CC1	1546	1963

Compound profiles, as listed above:
`Cc1ccc(C)c(OCC(=O)Nc2ccc(N3CCOCC3)cc2)c1` is listed with SRC3 TRFRET art = 1368; SRC1 TRFRET art = 1711
`O=C(Nc1ccccc1)c1nsnc1C(=O)Nc1ccccc1` is listed with SRC3 TRFRET art = 1289; SRC1 TRFRET art = 1798
